# hDAT+cocaine: changed hDAT dopamine uptake under cocaine IC80, either direction, primary screen, cocaine antagonist project, cell-based, LLC-PK1 hDAT, [14C]-dopamine uptake, MLSMR; actives 1.3% (n = 110,000); LLC-PK1 hDAT cells, [14C]-dopamine uptake with cocaine IC80; actives deviate in either direction; AID 449768, 2010; B-score at 10 µM;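 active = Z score or B-score, a plate-position-corrected score, falls beyond the plate's 99.7% confidence bounds, in either direction; inactive = both scores lie inside the 99.7% bounds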;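 also: scored against the spread of the other compound wells on the same plate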
# Target sequence (Q01959 whole entry, looked up): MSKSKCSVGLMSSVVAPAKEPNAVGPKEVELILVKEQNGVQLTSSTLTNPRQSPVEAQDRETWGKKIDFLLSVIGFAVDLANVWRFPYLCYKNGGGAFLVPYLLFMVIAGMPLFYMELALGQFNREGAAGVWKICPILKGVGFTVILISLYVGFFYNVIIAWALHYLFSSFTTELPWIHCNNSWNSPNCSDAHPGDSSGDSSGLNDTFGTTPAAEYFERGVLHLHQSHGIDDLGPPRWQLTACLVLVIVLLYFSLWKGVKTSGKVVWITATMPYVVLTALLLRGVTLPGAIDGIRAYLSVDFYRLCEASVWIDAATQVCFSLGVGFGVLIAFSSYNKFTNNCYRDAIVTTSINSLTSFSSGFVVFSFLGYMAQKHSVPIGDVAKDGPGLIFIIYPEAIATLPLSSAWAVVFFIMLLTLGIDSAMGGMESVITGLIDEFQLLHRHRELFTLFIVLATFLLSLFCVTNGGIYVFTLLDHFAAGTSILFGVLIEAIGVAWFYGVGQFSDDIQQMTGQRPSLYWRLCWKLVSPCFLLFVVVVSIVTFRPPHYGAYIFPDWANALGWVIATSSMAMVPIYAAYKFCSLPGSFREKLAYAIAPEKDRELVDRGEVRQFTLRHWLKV
# The depositor's hits bear a star. These rows are one share of the data, so the mix of outcomes need not match the whole.
SMILES,hDAT+cocaine
CCCCCCCCN1[C@@H](CC(=O)OCC)c2cc(F)ccc2S1(=O)=O,-0.126
C[C@@H]1CC=C[C@H]2[C@H]1C(=O)N(Cc1ccccc1)[C@H]2c1ccc(-c2ccoc2)cc1F,0.0423
COc1ccc(C(=O)Oc2cc(OC)cc(OC)c2C(C)=O)cc1,0.0839
CC[C@@H](C)[C@@H](C(=O)N1CCN(C(=O)OC(C)(C)C)CC1)n1cc(CCC(=O)O)nn1,-0.83
COc1cc(CCCN2C(=S)NC[C@@H]2CC2CCCCC2)cc(OC)c1OC,1.7
CN1C(C(=O)NCc2cccc(C(F)(F)F)c2)CC2Cn3c(nc4cc(Cl)c(Cl)cc43)C21 (stereo unspecified),0.979
CCCN1C[C@H](CSC)C[C@@H]2c3cccc4[nH]cc(c34)C[C@H]21,0.0153
COc1ccc(C2=CC(=O)CC(c3ccc(F)cc3)C2)cn1 (stereo unspecified),0.691
NC(=O)CSc1cn(Cc2ccc(F)cc2)c2ccccc12,-0.313
Cc1ccc(-c2cccc(C3CC=CC4C3C(=O)N(Cc3ccccc3)C4c3cc(C)ccc3F)c2)cc1 (stereo unspecified),0.0832

# 3 compounds already listed, arranged by SMILES length, lowest first.
SMILES,hDAT+cocaine
NC(=O)CSc1cn(Cc2ccc(F)cc2)c2ccccc12,-0.313
CCCN1C[C@H](CSC)C[C@@H]2c3cccc4[nH]cc(c34)C[C@H]21,0.0153
Cc1ccc(-c2cccc(C3CC=CC4C3C(=O)N(Cc3ccccc3)C4c3cc(C)ccc3F)c2)cc1 (stereo unspecified),0.0832

# (further entries)
SMILES,hDAT+cocaine
CCCCCN=C(N)N/N=C/c1c[nH]c2ccc(OC)cc12,3.69*
COc1ccc(CCNC(=O)C2CC3Cn4c(nc5cc(C)c(C)cc54)C3N2C)cc1 (stereo unspecified),0.173
COC(C[C@@H](O)[C@@H](C)[C@@H](O)COCc1ccccc1)OC,-0.503
COC(=O)CN1C(=O)COc2ccc(Cl)cc21,-0.0403
COC(C[C@H]1O[C@@H]1[C@H](O)[C@H](C)OCc1ccccc1)OC,-0.683
COc1ccccc1-c1nnc(SCC(=O)N2CCOCC2)o1,-0.834
CC(C)[C@@H](C(=O)N1CCNCC1)n1cc(CCO)nn1,-0.98
CC1CCN=C(N)S1 (stereo unspecified),0.103
NC1=NC[C@H](Cc2ccc(O)cc2)N1CCCCC1CCCCC1,-4.05*
Cc1ccccc1-c1nnc(NC(=O)c2cc3ccccc3oc2=O)s1,-0.0979
OC1COC(OCC2OC(OCc3ccccc3)C(O)C(O)C2O)C(O)C1O (stereo unspecified),0.0491
CCC(C)[C@@H](CN(N=O)[C@@H](Cc1ccccc1)CN(C)N=O)N(CCc1ccccc1)N=O (stereo partly specified),0.324
CCN1CCN(Cc2ccc(NC(=O)c3cc(NC(=O)N4CCNC4=O)cc(OC)c3)cc2C(F)(F)F)CC1,0.688
COc1ccc(CCNC(=O)C2CC3Cn4c(nc5cc(Cl)c(Cl)cc54)C3N2C)cc1 (stereo unspecified),0.526
CCCNC(C)C(=O)Nc1ccccc1C (stereo unspecified),-0.759
O=C(NC1CC1)C1=C[C@@H](c2ccccc2)C[C@@H](OCc2ccc(CO)cc2)O1,0.108
CC1(OC(=O)C2CCCC2)C(=O)C=C2C=C(c3ccsc3)N(CC3CC3)C=C2C1=O (stereo unspecified),-0.549
NC(=O)C[C@@H]1NC(=O)c2cc([N+](=O)[O-])cc(F)c2NCCCC[C@@H](C(N)=O)NC(=O)[C@H](CO)NC1=O,1.12
CCO[C@H]1OC(C(=O)Nc2ccccc2)=C[C@@H](C)[C@@H]1CCCO,0.0359
O=C(O)[C@@H](O)c1ccccc1,0.707
COC(C[C@H](O)CC(=O)[C@@H](C)OCc1ccccc1)OC,-0.99
Cc1ccc(C2=NOC(C)(c3sc(-c4ccc(Cl)cc4)nc3C)C2)cc1 (stereo unspecified),-0.382
O=C(c1ccccc1)c1cnc2ccc(Cl)cc2c1N1CCOCC1,-0.0319
NS(=O)(=O)c1cc2c(cc1Cl)NC(C(Cl)Cl)NS2(=O)=O (stereo unspecified),0.11
CCOC(=O)C[C@H]1c2ccc(C(F)(F)F)cc2S(=O)(=O)N1Cc1ccccc1,0.208
C[C@@H]1C(=O)O[C@H]2[C@H]1CC[C@@]1(C)C(=O)C=C[C@@](C)(O)[C@H]21,-1.44
CCCCN1CCCC1CNC(=O)c1cc(C#N)c2ccccc2c1OC (stereo unspecified),-0.0066
COc1ccc(SC[C@H](Cc2ccccc2)N2CCN(C)CCC2=O)cc1,1.27
COc1ccc(C2/C=C\CN(S(=O)(=O)c3ccc4ccccc4c3)CC(=O)N2Cc2ccc(F)cc2)cc1 (stereo unspecified),-0.803
NC(=O)[C@@H]1CCCNc2c(F)cc([N+](=O)[O-])cc2C(=O)N[C@@H](CO)C(=O)N[C@@H](Cc2ccc(O)cc2)C(=O)N1,-0.0301

# Of the compounds above, these have a nitro group on carbon.
SMILES,hDAT+cocaine
NC(=O)C[C@@H]1NC(=O)c2cc([N+](=O)[O-])cc(F)c2NCCCC[C@@H](C(N)=O)NC(=O)[C@H](CO)NC1=O,1.12
NC(=O)[C@@H]1CCCNc2c(F)cc([N+](=O)[O-])cc2C(=O)N[C@@H](CO)C(=O)N[C@@H](Cc2ccc(O)cc2)C(=O)N1,-0.0301

# Carrying on:
SMILES,hDAT+cocaine
Cc1nc(-c2ccc(Cl)cc2)sc1C1(C)CC(c2cccc(F)c2)=NO1 (stereo unspecified),-0.369
O=C1C=C(NCCN2CCOCC2)C(=O)c2cnccc21,-1.55
CCCn1c(CN2CCN(C(=O)OCC)CC2)nc2c1c(=O)n(C)c(=O)n2C,-1.5
NC(=O)CC(NSc1ccccc1[N+](=O)[O-])C(=O)O (stereo unspecified),-1.95
CCN(CC)C(=O)CC(c1ccc2c(c1)OCO2)c1c(OC)cc(OC)c2ccc(=O)oc12 (stereo unspecified),2.67*
CC(=O)OC(C)C[N+](C)(C)C (stereo unspecified),-1.09
COC(=O)c1cc(=O)n(Cc2cccs2)c(=Nc2ccc(F)cc2)s1,-0.87
CCN(CC)C(=O)CC(c1cc(OC)c(OC)c(OC)c1)c1c(OC)cc(OC)c2ccc(=O)oc12 (stereo unspecified),1.53
COP1(=O)C=C[C@H](N(Cc2ccccc2)S(=O)(=O)c2ccccc2[N+](=O)[O-])[C@@H](C)O1 (stereo partly specified),1.38
CC(C)N1CCc2c(sc(NC(=O)c3ccc(S(=O)(=O)N4CCc5ccccc54)cc3)c2C(N)=O)C1,-0.316

# Among those listed so far, these contain a CF3 group:
SMILES,hDAT+cocaine
CN1C(C(=O)NCc2cccc(C(F)(F)F)c2)CC2Cn3c(nc4cc(Cl)c(Cl)cc43)C21 (stereo unspecified),0.979
CCN1CCN(Cc2ccc(NC(=O)c3cc(NC(=O)N4CCNC4=O)cc(OC)c3)cc2C(F)(F)F)CC1,0.688
CCOC(=O)C[C@H]1c2ccc(C(F)(F)F)cc2S(=O)(=O)N1Cc1ccccc1,0.208

# Next structures follow:
SMILES,hDAT+cocaine
COC(=O)[C@H]1C[C@@H]1[C@H](NC(=O)[C@H]1C[C@@H]1[C@H](NC(=O)OCc1ccccc1)c1ccccc1)c1ccccc1,0.147
CCOC(=O)/C=C/c1ccc2c(c1)S(=O)(=O)N(c1cccc(OC)c1)[C@H]2CC(=O)OCC,0.34
CCOC(=O)N1CCN(c2ccc(F)cc2[N+](=O)[O-])CC1,1.11
Cc1ccc(C2=NOC(C)(c3nnc(-c4cccc(Cl)c4)o3)C2)cc1 (stereo unspecified),-0.854
FC(F)(F)c1ccc(C2[C@H]3CN(Cc4ccc(-c5ccccc5)cc4)[C@H](c4ccccc4)C34CC2(c2cccnc2)C4)cc1 (stereo partly specified),0.795
CCO[C@H]1OC(C(=O)Nc2ccccc2)=C[C@@H](c2cn(C(C)=O)c3ccccc23)[C@@H]1CCCO,-0.0612
O=C(Nc1ccccc1)C1=C[C@H](c2coc3ccccc3c2=O)C[C@H](OCc2ccc(CO)cc2)O1,0.656
CC(=O)CCC1C2C(O)C(C(C)C)C(OC(=O)/C=C/c3ccccc3)CC12C (stereo unspecified),1.38
O=C(NCc1nc2ccccc2[nH]1)C1=C[C@H](C2CCCCC2)C[C@H](OCc2ccc(CO)cc2)O1,-0.0372
COc1ccccc1Nc1nc(N2CCOCC2)nc(N2CCOCC2)n1,0.00529
CC1(OC(=O)c2ccco2)C(=O)C=C2C=C(C3CC3)OC=C2C1=O (stereo unspecified),0.0392
O=C(NCc1cccnc1)[C@@H]1CC=C[C@@H]2CCN(Cc3ccccc3)C(=O)[C@@H]21,0.0968
Nc1ccc(S(=O)(=O)Nc2ccnn2-c2ccccc2)cc1,0.179
CCCCC(=O)O,0.0549
COc1cc(CCCN2C(=O)C(=O)NC[C@@H]2Cc2ccc(O)cc2)cc(OC)c1OC,0.211
COc1ccc(-c2nc3c(s2)CCc2onc(-c4ccc(Br)cc4)c2-3)cc1,-0.269
CC(=O)N(O)CCCCCNC(=O)CCC(=O)N(O)CCCCCNC(=O)CCC(=O)N(O)CCCCCN,0.722
COc1ccc(-c2ccc(C(C)=O)cc2)cc1[C@H]1[C@@H]2C=CCC[C@@]2(C)C(=O)N1Cc1ccccc1,1.1
O=S1(=O)[C@H]2C[C@@H]3C=C[C@]2(CN1Cc1ccc(C(F)(F)F)cc1)O3,-0.911
COc1cc(C(CCN2CCOCC2)c2c(OC)cc(OC)c3c2OC(=O)CC3c2ccc(N(C)C)cc2)cc(OC)c1OC (stereo unspecified),1.69
COc1ccc(-c2csc(NC(CO)c3nc4ccccc4n3CCCO)n2)cc1 (stereo unspecified),3.15*
O=C1CCC[C@H]2c3[nH]c4ccccc4c3CCN12,-1.07
COc1cc(=O)n(C)c2c(O)cccc12,-0.319
O=C1C=C(N2CCOCC2)CO1,-0.622
O=C(O)C1=C[C@H](C2CC2)C[C@H](OCc2ccc(CO)cc2)O1,-0.113
COC(C[C@H]1O[C@H]1[C@@H](O)COCc1ccccc1)OC,0.00884
COc1cc2c(C#N)c(N3CCCC3)nc(N)c2c(N)n1,-0.495
CC(C)(C)OC(=O)NCCCC1=CC2=CC(=O)C(C)(OC(=O)c3ccc(Cl)nc3)C(=O)C2=CO1 (stereo unspecified),-0.685
COc1cccc(C(=O)Nc2nnc(-c3ccc(Cl)cc3)o2)c1,-0.0337
CCCCC1=CC2=C(c3ccco3)C(=O)C(C)(OC(=O)c3ccc(OC)cc3)C(=O)C2=CN1CCCOC(C)C (stereo unspecified),1.22
CCOC(=O)C1=C(C)N(CCCC(=O)O)C(=O)NC1c1ccccc1OC(=O)c1cccs1 (stereo unspecified),-0.389
Clc1ncccc1-c1nnn(-c2ccccc2)n1,0.523
CCC1=C2CC[C@H]3C(=O)NC(=O)[C@H]3[C@H]2[C@@]2(Cc3ccccc3)C(=NCC(=O)OC)OC(=O)N2C1=O,-0.371
CC(Cc1c[nH]c2ccccc12)C(=O)O (stereo unspecified),-0.584
O=c1[nH]c2ccccc2s1,-0.662
COC(=O)/C=C/c1cc(F)ccc1S(=O)(=O)NC(C)(C)C,-0.462
CN1C[C@@H]2C(c3ccc(C(F)(F)F)cc3)C3(c4ccccc4)CC2(C3)[C@H]1c1ccccc1 (stereo partly specified),-0.996
NC(=O)CC[C@@H]1NC(=O)C(Cc2ccc(O)cc2)NC(=O)c2cc([N+](=O)[O-])cc(F)c2NCCC[C@@H](C(N)=O)NC1=O (stereo partly specified),-0.545
O=C(NCc1nc2ccccc2[nH]1)C1=C[C@H](c2coc3ccccc3c2=O)C[C@H](OCc2ccc(CO)cc2)O1,0.535
O=C1c2ccccc2S(=O)(=O)c2cc(C(=O)N3CCN(c4ncccn4)CC3)ccc21,-0.71

# Filtered by structure, those above with a tert-butyl group.
SMILES,hDAT+cocaine
CC[C@@H](C)[C@@H](C(=O)N1CCN(C(=O)OC(C)(C)C)CC1)n1cc(CCC(=O)O)nn1,-0.83
CC(C)(C)OC(=O)NCCCC1=CC2=CC(=O)C(C)(OC(=O)c3ccc(Cl)nc3)C(=O)C2=CO1 (stereo unspecified),-0.685
COC(=O)/C=C/c1cc(F)ccc1S(=O)(=O)NC(C)(C)C,-0.462

# The list continues.
SMILES,hDAT+cocaine
CCC/C=C(\CCC)C(NS(=O)(=O)c1cccc2cccnc12)c1ccc(C(=O)OC)cc1 (stereo unspecified),0.0621
Cc1cccc(NC(=O)c2nc[nH]c2C(=O)N[C@@H](Cc2ccccc2)C(=O)OC(C)(C)C)c1,0.81
CN1CCN(C(=O)C2=C[C@@H](c3ccc(C(F)(F)F)cc3)C[C@@H](OCCCCO)O2)CC1,-0.519
COP1(=O)C[C@@H](O)[C@@H](O)[C@@H](COCc2ccccc2)O1 (stereo partly specified),-0.427
COC(=O)C1=C(COc2ccccc2)NC(=O)NC1c1ccc2ccccc2c1 (stereo unspecified),0.437
CCOC(=O)c1c(NC(=O)CS(=O)(=O)c2cn(CC)c3ccccc23)sc2c1CCCCC2,0.825
COC(C[C@H](O)CC(=O)COCc1ccccc1)OC,-0.106
O[C@@H]([C@H](O)[C@H](O)CBr)[C@H](O)CBr,0.149
C#CCOCCOCCOCCNc1nc(N2CCN(C(=O)Cn3cc(CC(C)O)nn3)CC2)nc(N2CCN(C(=O)[C@H](CCCCN)n3cc(CCC(=O)O)nn3)CC2)n1 (stereo partly specified),-0.211
COC(=O)C1=C(C(=O)OC)[C@@H]2N(C)c3ccc(OC)cc3[C@@]23C[C@@H](C(=O)OC)N(S(=O)(=O)c2ccc([N+](=O)[O-])cc2)C3=N1,0.389
NCCCC[C@H]1CN=C(N)N1CCc1cccc2ccccc12,0.358
C#CCOCCOCCOCCNc1nc(N2CCN(C(=O)Cn3cc(CC(C)O)nn3)CC2)nc(N2CCN(C(=O)[C@H]([C@@H](C)CC)n3cc(CCCN=C(N)N)nn3)CC2)n1 (stereo partly specified),0.0673
Cc1ccc(CNC(=O)C2CC(c3cccc(F)c3)=NO2)cc1 (stereo unspecified),-1.77
C[C@H](NC(=O)c1nc[nH]c1C(=O)N[C@@H](CCCCNC(=O)OC(C)(C)C)C(=O)OC(C)(C)C)c1ccccc1,0.719
CC[N+](CC)(CC)CC(=O)Nc1c(C)cccc1C,-0.165
COC(=O)[C@@H]1C[C@@]2(O)[C@H](O)[C@H](O)[C@H](O)C[C@H]2N1Cc1ccccc1OS(=O)(=O)c1ccc(C)cc1,-0.288
